# HEK293 cAMP cs = parental HEK293 cAMP activation (counter-screen). parental HEK293 CNG cAMP sensor, membrane potential fluorescence. Potency, µM (titrated, usually from 57.1 µM), for inactives: top-dose activation, actives largely listed as activators. actives 2.5% (n = 73,000). AID 938; further: potency means the concentration at half of the fitted maximal effect; % of control where 0% means no effect; nearly all actives have a fitted effect of over 55% in size
#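 Parental HEK 293 cells stably expressing a cAMP-gated CNG channel were loaded with membrane potential dye containing 100 uM RO 20-1724 for 60 min. Compound added for 30 min; depolarization read as fluorescence intensity at 590 nm.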
# 4-MU autofl = compound fluoresces in the 4-MU spectral region; compound autofluorescence, 340/450 nm, 4-MU equivalents; active compounds read high; max dye-equivalent concentration, M; actives 11% (n = 59,000); AID 589; in the data active means max dye-equivalent concentration above about 10 nM; inconclusive means mostly about 1.1 nM to 9.6 nM
#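 Compounds in 100 mM Tris, pH 8.0, sat 15 min at room temperature before fluorescence was read at 340 nm excitation/450 nm emission; a per-plate six-point 4-MU standard curve converted signals to dye-equivalent concentration at each compound concentration.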
# Rhodamine autofl = compound autofluorescence in rhodamine spectral region; actives 0.05% (n = 59,000); Rhodamine-region fluorescence, 547/598 nm, Tris buffer; active compounds read high; max dye-equivalent concentration, M; AID 594; in the data active means max dye-equivalent concentration above about 11 nM; inconclusive means between about 1.1 nM and that limit
#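 Intrinsic compound fluorescence, ex 547 / em 598 nm, CCD imager. Tris 100 mM pH 8.0; 15 min RT. Output = rhodamine dye-equivalent concentration at each compound concentration.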
# Caspase-1 inhib = caspase-1 (human) inhibition, allosteric or competitive | Caspase-1 enzyme, Ac-WEHD-AFC fluorogenic rate | Potency, µM (highest dose often 57.5 µM), for the others: at the highest dose activity change, negative = inhibition, usual class: inhibitors | actives 0.03% (n = 75,000);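 further: potency means the concentration at half of the fitted maximal effect; plate controls were vehicle for no effect and no substrate for full effect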
# TexasRed autofl = compound fluoresces in the Texas Red spectral region. Compound fluorescence, Texas Red channel, 547/618 nm; active compounds read high. max dye-equivalent concentration, M. actives 0.06% (n = 59,000); in the data active means max dye-equivalent concentration above about 10 nM; inconclusive means between about 1.1 nM and that limit
#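 Compound titrations in 100 mM Tris pH 8.0 were incubated 15 min at room temperature and read at 547 nm excitation / 618 nm emission. Texas Red six-point standard curve on each plate converted fluorescence to dye-equivalent concentration.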
# A350 autofl = compounds fluorescent in Alexa 350 spectral region. Compound autofluorescence, 340/450 nm, Alexa 350 dye-equivalents; active compounds read high. max dye-equivalent concentration, M. actives 11% (n = 59,000). AID 590; in the data active means max dye-equivalent concentration above about 10 nM; inconclusive means mostly about 1.1 nM to 9.6 nM
# USP2a inh = blocks human ubiquitin-specific protease USP2a; O75604; USP2a enzymatic assay, qHTS inhibition; Potency, µM (titrated, usually from 38.3 µM), for inactives: at the top dose activity change, negative = inhibition, actives largely listed as inhibitors; actives 0.1% (n = 60,000);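 further: potency means the concentration at half of the fitted maximal effect; nearly all actives have a fitted effect of over 60% in size; plate controls were DMSO for no effect and NEM full inhibition control for full effect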
#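 USP2 core (20nM final) preincubated 30 min RT with compound, then Ub-PLA2 20nM and NBD C6-HPC 20uM final added; buffer 20mM Tris-HCl pH 8.0, 2mM CaCl2. Fluorescence Ex 460/Em 535 read at 0 and 2.5 h; normalized to NEM.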
# BRCT PPI green = BRCA1 BRCT-phosphoprotein interaction inhibition | AID 875 | Potency, µM (doses to about 76.9 µM), without a hit: top-dose activity change, negative = inhibition, actives largely listed as inhibitors | BRCA1 BRCT-phosphopeptide binding, green fluorescence polarization | actives 0.05% (n = 75,000) | P38398;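 further: potency means the concentration at half of the fitted maximal effect; plate controls were peptide without protein for full effect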
#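 Compounds were incubated for 12 min at room temperature with a complex of 100 nM fluorescein-tagged pBACH1 decapeptide and 250 nM His-tagged BRCT protein. Buffer was phosphate pH 7.3 with EDTA, DTT and Tween 20. Disruption of binding lowers the polarization signal.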
# BRCT inh red = BRCT-phosphoprotein interaction inhibition (red fluorophore); P38398; BRCT-phosphopeptide binding, red fluorescence polarization; Potency, µM (series often up to 76.9 µM), for the others: top-dose activity change, negative = inhibition, most hits filed as inhibitors; actives 0.03% (n = 75,000); further: on the % scale 0 is the no-effect control and ±100 the full control effect
#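 Fluorescence polarization: 100 nM His-tagged BRCA1 BRCT with 100 nM TAMRA-labelled phospho-BACH1 decapeptide, phosphate buffer pH 7.3 with 150 mM NaCl, DTT, 0.01% Tween 20; 12 min RT. Binding inhibition seen as FP decrease.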
# Fluorescein autfl = fluorescein region autofluorescence; Compound autofluorescence, 480/540 nm, fluorescein-equivalent; active compounds read high; max fluorescein-equivalent concentration, M; actives 0.91% (n = 59,000); in the data active means max fluorescein-equivalent concentration above about 10 nM; inconclusive means between about 1.1 nM and that limit
#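 Each compound is tested across a concentration series in 100 mM Tris buffer at pH 8.0. After 15 min at room temperature, plates are imaged with 480 nm excitation and 540 nm emission filters, and intensities are converted to fluorescein-equivalent values.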
# Caspase-7 inhib = caspase-7 (human) inhibition, allosteric or competitive. actives 0.02% (n = 75,000). AID 889. recombinant caspase-7, Ac-DEVD-AFC fluorescence rate. P55210. Potency, µM (top dose mostly 57.5 µM), inactives show top-dose activity change, negative = inhibition, most hits filed as inhibitors; active means well fitted inhibition curve with a large enough effect in the main read-out, with a control signal flat, not every such curve was filed as active; inconclusive means small, poorly fitted or top-dose-only effect, or a change in a side signal; further: potency means the concentration at half of the fitted maximal effect; % of control where 0% means no effect
# * marks the source's active call; other numbers are inactive results; i = inactive; ? = inconclusive; / = not tested or not shown; [ ] = another dose, or the depositor's remark. Unless noted, the call rests on the fitted dose curve; in most records, active means well fitted curve in the direction sought with a large enough effect; inconclusive means small, poorly fitted or top-dose-only effect, or another doubt; inactive means no such curve, though single readings can be large; an effect the other way counts as inactive or inconclusive. An excerpt (hit frequency here may not be typical).
SMILES,HEK293 cAMP cs,4-MU autofl,Rhodamine autofl,Caspase-1 inhib,TexasRed autofl,A350 autofl,USP2a inh,BRCT PPI green,BRCT inh red,Fluorescein autfl,Caspase-7 inhib
O=C(CSc1nc2c(c(C(F)(F)F)n1)CCc1ccccc1-2)NCc1ccco1,25µM*,i,i,-3%,i,i,38%[activator],-0.3%,-0.7%,i,-2%
O=C(O)[C@@H]1CCCN1Cc1ccc2c(c1)OCO2,2%[11.4 µM],i,i,-1%[11.5 µM],i,i,/,1.2%[15.4 µM],-0.7%[15.4 µM],i,3%[11.5 µM]
COc1ccc(OC)c(-c2nc(C)sc2CC(=O)O)c1,9%,i,i,-1%,i,i,-7%,1.0%,0.2%,i,-1%
COc1ccc(-c2nnc(SCC(=O)NC(C)C)n2CC2CCCO2)cc1OC (stereo unspecified),8%,i,i,1%,i,?,-3%,-0.6%,-0.5%,?,9%
CCN(c1ccccc1)S(=O)(=O)c1ccc(Oc2ccc(-n3ccnc3)cc2)nc1,20%,i,i,-1%,i,i,36%[activator],-1.7%,0.6%,i,-2%
CCCC(=O)Nc1sc(C(=O)OC)c(C)c1C(N)=O,27%,i,i,-1%,i,i,5%,3.3%,-1.9%,i,-1%
CCOC(=O)N1CCC(NC(=O)C2CCN(c3ccc(N4CCOCC4)nn3)CC2)CC1,?,3.2e-07M*,i,?,i,4.2e-07M*,4%,-2.9%,-0.7%,i,-27%
COc1ccc(OCc2cccc(C(=O)N3CCCC3)c2)cc1,9%,1.9e-08M*,i,0%,i,1.8e-08M*,15%,0.2%,0.0%,i,-1%
Nc1n[nH]c(-c2ccccc2)c1-c1ccccc1,1%,/,/,0%,/,/,-2%,0.6%,1.3%,/,0%
O=C(O)c1ccc(Cl)c2c1C1C=CCC1C(c1ccccn1)N2 (stereo unspecified),3%,/,/,?,/,/,/,32µM*,32µM*,/,?
COc1ccc(CCNc2oc(COc3ccc(F)cc3)nc2C#N)cc1,?,i,i,-3%,i,?,1%,-0.1%,0.6%,?,-3%
COc1ccc(OCCCC(=O)N2CCCc3ccccc32)cc1,16µM*,i,i,-1%,?,i,-2%,-2.5%,0.3%,?,1%
CCOC(=O)CCc1c(C)nc(SCCCn2c(=O)[nH]c3ccccc32)c(C#N)c1C,?,i,i,-3%,?,i,15%,1.7%,-1.4%,i,-6%
CC1=CC(C)(C)N(C(=O)c2ccccc2)c2ccccc21,?,/,/,-2%,/,/,-5%,-0.6%,-1.2%,/,-3%
O=C(Nc1ccc2c(c1)OC1(CCCC1)O2)C1CC1,0%,i,i,1%,i,i,-4%,-6.9%,-3.2%,i,0%
COCCn1nnnc1C(c1cc2cc(C)cc(C)c2[nH]c1=O)N1CCN(c2ccccc2F)CC1 (stereo unspecified),14%,2.5e-08M*,i,-4%,i,3.3e-08M*,33%[activator],0.1%,-1.6%,?,-7%
CCOC(=O)c1csc(NC(=O)CSc2nnnn2CC)n1,-3%,i,i,3%,i,i,-5%,-2.0%,0.6%,i,0%
O=C(c1cn(-c2ccccc2)nc1-c1ccncc1)n1nnc2ccccc21,1%,i,i,1%,i,i,-7%,-1.2%,-0.5%,i,-1%
CSC1CCCCC1(O)CSc1nc2ccccc2o1 (stereo unspecified),27%,?,i,-2%,i,?,-8%,0.3%,-2.1%,?,-1%
CCN(CC)c1ccc(NC(=O)c2ccccc2F)cc1,19%,i,i,1%,?,i,-3%,-1.3%,1.1%,i,0%
Cc1ccc(SCC(=O)NCc2ccco2)cc1,11%,i,i,-2%,i,i,3%,-2.4%,-0.2%,i,-1%
N#Cc1c(-c2ccco2)c2c([nH]c1=S)CCCC2,-1%,/,/,?,/,/,13µM*,8.4%,-2.5%,/,-26%
CCn1c(CNc2ccc(OC)cc2)nnc1SCC(=O)c1ccc(OC)cc1,4%,i,i,-2%,i,i,22%,-6.7%,-1.4%,i,-1%
COc1ccc(-n2nnnc2SCC(=O)Nc2cccc(NC(C)=O)c2)cc1OC,22%,i,i,-3%,i,i,3%,-1.5%,-1.4%,i,0%
O=C(NCc1ccco1)c1cccc(-c2nnc(-c3ccccc3)o2)c1,?,i,i,-1%,i,i,22%,0.3%,2.0%,i,-1%

# Full records as entered above. Screens in order: HEK293 cAMP cs | 4-MU autofl | Rhodamine autofl | Caspase-1 inhib | TexasRed autofl | A350 autofl | USP2a inh | BRCT PPI green | BRCT inh red | Fluorescein autfl | Caspase-7 inhib
# O=C(O)[C@@H]1CCCN1Cc1ccc2c(c1)OCO2 is listed as 2%[11.4 µM] | i | i | -1%[11.5 µM] | i | i | / | 1.2%[15.4 µM] | -0.7%[15.4 µM] | i | 3%[11.5 µM]
# COc1ccc(OCCCC(=O)N2CCCc3ccccc32)cc1 is listed as 16µM* | i | i | -1% | ? | i | -2% | -2.5% | 0.3% | ? | 1%
# CCN(CC)c1ccc(NC(=O)c2ccccc2F)cc1 is listed as 19% | i | i | 1% | ? | i | -3% | -1.3% | 1.1% | i | 0%

# Sorted by SMILES length (smallest number first): some entries from above.
SMILES,HEK293 cAMP cs,4-MU autofl,Rhodamine autofl,Caspase-1 inhib,TexasRed autofl,A350 autofl,USP2a inh,BRCT PPI green,BRCT inh red,Fluorescein autfl,Caspase-7 inhib
O=C(O)[C@@H]1CCCN1Cc1ccc2c(c1)OCO2,2%[11.4 µM],i,i,-1%[11.5 µM],i,i,/,1.2%[15.4 µM],-0.7%[15.4 µM],i,3%[11.5 µM]
CC1=CC(C)(C)N(C(=O)c2ccccc2)c2ccccc21,?,/,/,-2%,/,/,-5%,-0.6%,-1.2%,/,-3%
O=C(NCc1ccco1)c1cccc(-c2nnc(-c3ccccc3)o2)c1,?,i,i,-1%,i,i,22%,0.3%,2.0%,i,-1%
COc1ccc(-c2nnc(SCC(=O)NC(C)C)n2CC2CCCO2)cc1OC (stereo unspecified),8%,i,i,1%,i,?,-3%,-0.6%,-0.5%,?,9%
CCN(c1ccccc1)S(=O)(=O)c1ccc(Oc2ccc(-n3ccnc3)cc2)nc1,20%,i,i,-1%,i,i,36%[activator],-1.7%,0.6%,i,-2%
COCCn1nnnc1C(c1cc2cc(C)cc(C)c2[nH]c1=O)N1CCN(c2ccccc2F)CC1 (stereo unspecified),14%,2.5e-08M*,i,-4%,i,3.3e-08M*,33%[activator],0.1%,-1.6%,?,-7%

# Carrying on.
SMILES,HEK293 cAMP cs,4-MU autofl,Rhodamine autofl,Caspase-1 inhib,TexasRed autofl,A350 autofl,USP2a inh,BRCT PPI green,BRCT inh red,Fluorescein autfl,Caspase-7 inhib
Cc1cc2nc(-c3cccc(NC(=O)c4ccc(Br)o4)c3C)oc2cc1C,?,/,/,-4%,/,/,49%[activator][7.66 µM],0.8%,0.9%,/,-1%
Nc1ncnc2c1ncn2C1CCCC1,11%,i,i,1%,i,i,2%,-2.5%,0.8%,?,0%
COc1ccc(NC2CC(=O)N(C)C2=O)cc1 (stereo unspecified),/,?,i,/,i,?,/,/,/,i,/
COc1ccc(NC(=O)C2CCN(c3cc(-c4ccccc4)nc4ncnn34)CC2)cc1OC,0%,i,i,-2%,?,i,35%[activator],-0.4%,-1.4%,i,3%
COc1ccc(N2CCN(Cc3nc4c(c(=O)[nH]c(=O)n4C)n3CCCc3ccccc3)CC2)cc1,-3%,i,i,0%,i,i,70%[activator],0.2%,0.0%,i,0%
CN(C)CCCN1C(=O)C(=O)/C(=C(/O)c2ccncc2)C1c1cccc(Br)c1 (stereo unspecified),0%,i,i,1%,i,i,-7%,-0.5%,-0.7%,i,0%
O=C(O)c1cc(-c2ccncc2)nc2ccc(S(=O)(=O)N3CCOCC3)cc12,6%,i,i,-1%,i,i,-1%,-2.3%,2.1%,i,0%
CSc1cccc(NC(=O)c2ccco2)c1,2%,/,/,-2%,/,/,4%,-3.5%,1.8%,/,0%
COc1ccc(NC(=O)N(CCN2CCCC2)Cc2cc3cc(OC)c(OC)cc3[nH]c2=O)cc1,?,3.9e-08M*,i,-11%,?,3.8e-08M*,8%,0.0%,0.4%,i,-8%
CCSc1nnc(Cn2c(=O)sc3ccccc32)n1-c1ccc(OC)cc1,4%,/,/,1%,/,/,/,1.3%,1.3%,/,-3%
CC(C)(C)NCCCCOc1ccc(F)cc1,4%,/,/,0%,/,/,-2%,-2.3%,1.4%,/,0%
CC1CCN(C(=O)CN(C2CCCCC2)S(C)(=O)=O)CC1,?,i,i,0%,i,i,3%,-0.7%,-0.7%,i,0%
CCOC(=O)Cn1c(S(=O)(=O)Cc2ccccc2)nc2ccccc21,14%,/,/,1%,/,/,/,-1.2%,0.1%,/,-2%
O=C(C(NS(=O)(=O)c1cccc2nsnc12)c1ccccc1)N1CCN(c2ccccn2)CC1 (stereo unspecified),1%,i,i,-2%,i,i,44%[activator],-0.1%,-0.7%,i,-4%
CS(=O)(=O)c1ccc2nc(NC(=O)C3CCCCC3)sc2c1,0%,/,/,0%,/,/,/,-0.5%,-1.6%,/,-1%
O=C(CSC1=NCCS1)Nc1ccnc2ccccc12,22%,i,i,-8%,?,i,6%,0.7%,-3.2%,?,0%

# Entries listed above marked active in BRCT inh red.
canonical_smiles	4-MU autofl	Rhodamine autofl	Caspase-1 inhib	TexasRed autofl	A350 autofl	BRCT PPI green	BRCT inh red	Fluorescein autfl	Caspase-7 inhib
O=C(O)c1ccc(Cl)c2c1C1C=CCC1C(c1ccccn1)N2 (stereo unspecified)	/	/	?	/	/	32µM*	32µM*	/	?

# High-throughput results deposited in PubChem BioAssay by National Center for Advancing Translational Sciences (NCATS).
